TNAP inh hiacc = blocks human TNAP under high phosphate acceptor concentration | purified TNAP, CDP-star luminescence, 1 M DEA | inhibition, % at 20 µM | 0.03% of 200,000 active;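 active means over 50% inhibition of tissue-nonspecific alkaline phosphatase at 20 µM in the single-dose screen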;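 further: plate controls were DMSO wells for no effect and EDTA-quenched wells as full inhibition for full effect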
Target sequence (P05186 whole entry, looked up): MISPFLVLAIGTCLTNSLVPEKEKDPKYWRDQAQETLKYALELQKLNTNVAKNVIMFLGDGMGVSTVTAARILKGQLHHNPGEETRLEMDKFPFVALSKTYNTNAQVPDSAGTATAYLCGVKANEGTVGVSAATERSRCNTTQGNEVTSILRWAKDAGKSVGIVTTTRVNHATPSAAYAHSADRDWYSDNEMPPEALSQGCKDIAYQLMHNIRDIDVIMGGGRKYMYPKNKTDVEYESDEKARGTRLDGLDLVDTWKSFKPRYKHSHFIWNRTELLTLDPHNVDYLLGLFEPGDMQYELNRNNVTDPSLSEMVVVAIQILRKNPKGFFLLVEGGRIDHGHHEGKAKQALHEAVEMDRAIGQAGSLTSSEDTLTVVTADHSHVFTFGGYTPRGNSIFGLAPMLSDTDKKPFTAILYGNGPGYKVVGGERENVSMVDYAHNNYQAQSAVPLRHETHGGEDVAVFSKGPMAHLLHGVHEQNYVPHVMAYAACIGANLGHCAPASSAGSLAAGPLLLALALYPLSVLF
TNAP inh no acc = blocks human TNAP activity with no phosphate acceptor present; P05186; purified TNAP, CDP-star luminescence, 30 min; inhibition, % at 20 µM; 0.26% of 200,000 active; AID 1012;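 active means tissue-nonspecific alkaline phosphatase inhibition above about 50% at 20 µM in the single-dose screen, limit read from the data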;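 further: 0% = DMSO negative control and 100% = EDTA positive control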
FLuc inhib CS = counter-screen for luciferase assay inhibitors: firefly luciferase inhibition. P08659. ATPLite firefly luciferase biochemical luminescence, 10 min. inhibition, % at 10 µM. 1.5% of 200,000 active. AID 1006;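 active means inhibition above about 50% when tested at 10 µM, limit read from the data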
Target sequence (P08659 whole entry, looked up): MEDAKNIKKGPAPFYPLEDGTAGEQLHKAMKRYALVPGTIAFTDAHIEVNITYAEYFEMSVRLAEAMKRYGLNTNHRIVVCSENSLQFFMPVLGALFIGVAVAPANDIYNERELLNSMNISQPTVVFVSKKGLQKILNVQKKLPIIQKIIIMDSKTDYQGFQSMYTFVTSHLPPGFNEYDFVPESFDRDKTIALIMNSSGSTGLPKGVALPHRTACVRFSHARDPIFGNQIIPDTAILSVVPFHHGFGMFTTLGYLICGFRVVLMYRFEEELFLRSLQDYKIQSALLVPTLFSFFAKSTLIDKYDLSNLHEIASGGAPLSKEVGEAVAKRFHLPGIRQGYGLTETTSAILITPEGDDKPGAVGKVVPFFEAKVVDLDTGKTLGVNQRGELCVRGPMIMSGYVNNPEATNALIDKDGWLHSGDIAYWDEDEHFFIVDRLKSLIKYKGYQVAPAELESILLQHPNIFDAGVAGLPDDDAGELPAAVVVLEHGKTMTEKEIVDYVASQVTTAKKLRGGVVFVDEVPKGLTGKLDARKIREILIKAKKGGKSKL
FLuc act counter = affects firefly luciferase, flagging false hits in luciferase stimulation screens | ATPlite luciferase biochemical, luminescence, 10 min; 0 = ATP-free wells, 1 = DMSO control | activation factor at 10 µM | 200,000 tested, under 10 active | AID 1027;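 active means luciferase activation factor, scaled between plate controls, of at least 2 with compound at 10 µM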
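System: luciferase plus luciferin reagent, cell-free; medium: PBS as buffer for the ATP substrate; dosing: test compounds dosed from 2 mM stocks in 100% DMSO; timing: 10 min post-reagent at room temperature; measured by: luminescence measurement of luciferase light output; evaluation: luciferase activation, seen as luminescence increase over controls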
bIAP act = increases bovine intestinal alkaline phosphatase activity; purified bovine IAP, CDP-star luminescence, 30 min; hits give high values; fold of DMSO-control signal, blank-subtracted; activation factor at 20 µM; 0.17% of 200,000 active;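 active means activation factor of 2 or more at 20 µM, a signal rise over negative controls twice the positive control's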
APP transl inh = APP translation inhibition | SH-SY5Y APP 5'UTR-luciferase reporter, luminescence | 0.82% of 190,000 active | inhibition, % at 2 µM;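 active means inhibition above a set limit, derived from the sample mean plus 3 SD, cut at about 45% in these data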; further: values of inactives mirror those of a sister screen read the other way
TNAP act hiacc = increases human TNAP activity under high phosphate acceptor concentration; P05186; purified TNAP, CDP-star luminescence, 1 M DEA, 30 min; hits give high values; 0 = EDTA background, 1 = DMSO-only activity; activation factor at 20 µM; 200,000 tested, under 10 active; AID 1136;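 active means activation factor at least 2 at 20 µM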
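Control set: EDTA negative control, DMSO positive control / Assay system: human TNAP / Quantity: TNAP 1/800 final / Evaluation: TNAP activation factor scaled between EDTA and DMSO control wells / Measured by: luminescent substrate turnover signal / Compound dosing: one dose, 20 µM / Times: 30 min enzyme reaction at room temperature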
bIAP inh = blocks bovine intestinal alkaline phosphatase activity | purified bovine IAP, CDP-star luminescence, 30 min | 190,000 tested, under 10 active | inhibition, % at 20 µM;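 active means over 50% inhibition of intestinal alkaline phosphatase at 20 µM in the single-dose screen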
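Assay system – bovine IAP enzyme · Quantity – bovine IAP at 1/65,000,000 final dilution · Detection – CDP-star luminescence signal · Times – 30 min reaction at room temperature · Also added – CDP-star substrate at 30 µM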
L major viab = inhibitors of Leishmania major promastigote growth; Leishmania major promastigotes, resazurin fluorescence viability; inhibition, % at 10 µM; 9% of 200,000 active; AID 1063; in the data active means inhibition above about 50%;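 further: promastigotes grown with compound for 44 hours at 28 °C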
RAM inhibit = yeast RAM network inhibition; S. cerevisiae dse1pr::URA3 reporter, 5-FOA growth OD615, 2 d; analog-sensitive cbk1-as2 kinase mutant strain; inhibition, % at 50 µM; 1.8% of 190,000 active; AID 868;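 active means inhibition above a set limit, 3 SD over mean compound inhibition, cut at about 8.4% in these data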;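 further: 0% = DMSO-only wells with no growth and 100% = 10 µM 1-NA-PP1 full growth; inhibition rescues growth on 5-FOA so higher OD means more RAM inhibition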
Numbers without * were called inactive; nt = not tested or not shown. An unsorted share of the library. Share with any hit: about 13%.

SMILES	TNAP inh hiacc	TNAP inh no acc	FLuc inhib CS	FLuc act counter	bIAP act	APP transl inh	TNAP act hiacc	bIAP inh	L major viab	RAM inhibit
Cc1cccn2c(=O)c3cc(C(=O)NCC4CCCO4)c(=N)n(CCN4CCOCC4)c3nc12 (stereo not given)	0	12	-1	1	1	-15	1	-4	12	1.5
COc1ccc(C/C(C)=N/NC(=S)Nc2ccc(C)c(C)c2)cc1	-2	-14	-1	1	0.9	-2	1	13	-8	1.0
Cc1nonc1OCCCNc1ccc([N+](=O)[O-])cc1Cl	2	-11	-6	1.1	1.1	3	1	-13	-6	2.2
CC(O)c1nc2ccccc2n1CC(=O)Nc1ccc2c(c1)OCCO2 (stereo not given)	-2	-11	4	1	1.3	0	1	-26	10	-0.9
CC1=NN(c2ccc(Cl)c(C(=O)O)c2)C(=O)C1	-2	3	-6	1.1	1	-4	1	-3	-3	2.6
O=C(Nc1ccc(F)cc1)c1cccc(NC(=O)C2C3CC4OC(=O)C2C4C3)c1 (stereo not given)	-7	-6	-1	1	1	-4	1.1	-1	-6	1.2
Clc1ccc(CNCc2cccs2)cc1Cl	-7	-7	-6	1.1	1	-16	1.1	-5	0	0.9
O=C(Cc1ccc(-n2cccc2)cc1)NC1CCCCCC1	-2	-55	-3	1	0.6	9	1	36	11	-0.9
Cn1c(SCc2ccc(C#N)cc2Cl)nc2ccccc21	-9	-9	40	0.6	0.8	-187	1.1	22	14	-0.3
O=c1c2ccccc2nnn1CSc1ccccc1	-4	-13	36	0.6	0.7	-158	1	31	-7	-0.6
OC(CN1CCOCC1)c1ccc(F)cc1 (stereo not given)	-3	-4	-6	1.1	1.1	7	1	-8	1	1.4
Cc1noc(C)c1C(=O)Nc1cccnc1	-1	-5	-6	1.1	0.9	-47	1	8	-1	1.2
CCn1cc(C(=O)NCCCN2CC(C)CC(C)C2)c(=O)c2cc(S(=O)(=O)N(C)C)ccc21 (stereo not given)	-5	-14	-2	1	1.1	7	1	-9	-5	1.5
CCCCNC(=O)CSc1nc2ccsc2c(=O)n1CCCC(=O)NCCc1ccc(S(N)(=O)=O)cc1	4	3	-3	1	1.1	4	1	-11	5	2.9
COCCN1CN(S(=O)(=O)c2ccccc2)c2nc3ccccc3nc21	-1	-6	1	1	1.1	-12	1	-7	7	2.0
CC(Sc1nncn1C)C(=O)Nc1cc(C(F)(F)F)ccc1N1CCOCC1 (stereo not given)	-5	-6	-6	1.1	1.1	18	1	-15	-9	0.8
CC(=O)Nc1cccc(Nc2nc(-c3ccccc3)nc3ccccc23)c1	1	-3	0	1	1	2	1	-1	17	-0.4
COc1ccc2[nH]c3ccccc3c2c1	-2	-4	7	0.9	0.9	-20	1	10	7	0.9
COc1ccc(OC)c(NC(=O)CSc2nnc(C3CCCCC3)o2)c1	-6	-17	-1	1	1.1	7	1.1	-11	-5	-0.6
O=C(O)c1ccccc1C(=O)Nc1n[nH]c(=S)s1	-2	-12	0	1	1	1	1	0	-6	2.3
S=c1[nH]nc(-c2ccco2)n1/N=C/c1ccc(Br)s1	5	58*	-7	1.1	0.5	-17	1	49	-3	2.0
O=C(N/N=C/c1ccc(OC(F)F)cc1)c1ccc(CSc2nc3ccccc3[nH]2)cc1	-4	-10	-1	1	0.9	-8	1	6	0	4.3
Cc1ccc(N2C(=O)c3ccccc3C2Nc2ccc(S(=O)(=O)N3CCCCC3)cc2)nc1 (stereo not given)	-10	-4	-10	1.1	1	3	1.1	2	27	3.3
Cc1ccc(OCC(=O)Nc2ccc([N+](=O)[O-])cc2)cc1	-7	-8	-8	1.1	1	2	1.1	-3	-6	0.9
Cc1nc2cccc(C(=O)NC3CCCCC3)c2o1	-2	-9	-1	1	0.9	14	1	5	-4	-0.3
N#CC(c1nc2ccccc2nc1N1CCCC1)S(=O)(=O)c1cccs1 (stereo not given)	-1	-7	-4	1	0.9	-9	1	13	0	0.5
COc1ccc(C(=O)N2CCC(C(=O)c3ccc(F)cc3)CC2)cc1	5	-2	2	1	1.1	-8	0.9	-15	-3	0.9
O=[N+]([O-])c1ccc(Sc2ccc(Cl)c(Cl)c2)nc1	3	-7	-6	1.1	0.9	-17	1	6	-3	0.9
Cc1cc(NC(=O)CSc2c3c(nc4ccccc24)CCC3)no1	-7	-12	-5	1.1	0.9	5	1.1	6	6	0.3
Cc1cccc(-n2nc3c(c2NC(=O)CCC2CCCCC2)CS(=O)C3)c1C (stereo not given)	-8	-17	-5	1.1	0.9	13	1.1	12	-7	1.7
O=C(O)c1ccc(NS(=O)(=O)c2ccc(Cl)cc2)cc1	-6	-10	-1	1	1	-16	1.1	0	-6	2.7
O=C(Nc1ccc(Br)cc1F)c1sccc1-n1cccc1	-2	-8	3	1	1	0	1	2	-1	4.7
CC(C)N1CCC(N2CCN(C3CCCCC3)CC2CCO)CC1 (stereo not given)	-4	-7	-4	1	1	11	1	-5	-6	0.6
O=C(Cn1nc(C(F)(F)F)c2c1CCCC2)Nc1ccc2c(c1)OCO2	-5	-10	-3	1	0.7	1	1.1	33	-1	5.9
COc1ccc2nc(SCC(=O)c3ccco3)[nH]c2c1	-8	-18	27	0.7	0.9	-93	1.1	11	-1	-0.8
CC(C)C(=O)Nc1ccc(C(=O)Nc2nnc(C(C)(C)C)s2)cc1	4	0	-3	1	1.1	15	1	-6	48	0.5
COc1cc(NS(C)(=O)=O)c(OC)cc1NC(=O)c1cccc(F)c1	-2	-12	-2	1	0.9	6	1	8	-5	0.7
CCCOC(=O)Cn1c(=O)c2cc3c(=O)n(CC(=O)OCCC)c(=O)c3cc2c1=O	-3	-9	-3	1	0.9	-5	1	6	-6	3.7
CCc1ccc(Oc2coc3cc(OC(=O)c4cc5ccccc5oc4=O)ccc3c2=O)cc1	-2	-7	-3	1	0.8	-12	1	19	10	1.4
Cc1ccccc1OCCCN1CCCC1	-2	-11	-10	1.1	1	-4	1	0	41	0.5
Cc1cnccc1CN(C)Cc1nc(Cc2ccccc2Cl)no1	-6	-5	-3	1	1.1	-3	1.1	-15	17	1.4
O=C(CN1C(=O)NC2(CCCCC2)C1=O)NC1CCCc2ccccc21 (stereo not given)	-4	-14	-4	1	1	9	1	0	-8	1.9
CCn1ccnc1CN1CCCC(C(=O)c2ccc3c4c(cccc24)CC3)C1 (stereo not given)	nt	-2	-4	1	1.2	-21	nt	-22	40	2.6
NC(=O)c1cccc2c3c([nH]c12)CCCC3	-5	-10	7	0.9	0.9	-14	1	12	2	0.4
N#Cc1nc(N2CCCCC2)nc(N2CCOCC2)n1	-8	-14	-1	1	1	17	1.1	4	0	1.0

Another view of 2 compounds above.
SMILES,TNAP inh hiacc,TNAP inh no acc,FLuc inhib CS,FLuc act counter,bIAP act,APP transl inh,TNAP act hiacc,bIAP inh,L major viab,RAM inhibit
O=C(Cn1nc(C(F)(F)F)c2c1CCCC2)Nc1ccc2c(c1)OCO2,-5,-10,-3,1,0.7,1,1.1,33,-1,5.9
COc1ccc2nc(SCC(=O)c3ccco3)[nH]c2c1,-8,-18,27,0.7,0.9,-93,1.1,11,-1,-0.8

Further compounds follow.
SMILES	TNAP inh hiacc	TNAP inh no acc	FLuc inhib CS	FLuc act counter	bIAP act	APP transl inh	TNAP act hiacc	bIAP inh	L major viab	RAM inhibit
CC(=O)NS(=O)(=O)c1ccccc1	-3	3	-6	1.1	1	6	1	1	-6	2.6
CN(CC(=O)NCc1ccncc1)S(=O)(=O)c1ccc2ccccc2c1	-3	-7	-2	1	1	3	1	2	0	2.9
CSc1nc(-c2ccco2)nn1C(=O)CCc1ccccc1	0	-2	1	1	1	9	1	5	-4	1.7
COC(=O)c1c(NC(=O)C2(C)Cc3ccccc3C(=O)O2)sc2c1CCCC2 (stereo not given)	-2	-13	-5	1.1	1	-1	1	4	14	0.8
COc1ccc(CN(CC(=O)NCc2ccccc2)C(=O)c2csnn2)cc1	-4	-8	0	1	1.1	-5	1	-5	-5	8.1
CCCOc1cccc(C2/C(=C(/O)c3ccncc3)C(=O)C(=O)N2CCCN(C)C)c1 (stereo not given)	-3	-9	-2	1	1	nt	1	1	nt	nt
COc1ccc(C2C(C#N)=C(N)N(c3sc4c(c3C#N)CCCC4)C3=C2C(=O)CC(C)(C)C3)cc1 (stereo not given)	-8	-4	-4	1	1	-15	1.1	1	83*	5.6
CCOC(=O)c1[nH]c2cc3c(cc2c1NC(=O)CN1CCc2ccccc2C1)OCO3	0	0	-1	1	1.1	-13	1	-10	22	0.0
CN(C)CCCN(C(=O)/C=C/c1cccs1)c1nc2ccc(F)cc2s1	8	-5	1	1	1	-31	0.9	-2	17	2.1
O=C(Nc1cccc(S(=O)(=O)Nc2ccccc2Cl)c1)c1ccc(Cl)nc1	-3	-6	-4	1	0.9	13	1	5	19	4.1
CCC(NS(=O)(=O)c1cnn(CC)c1)c1ccccc1 (stereo not given)	-3	-4	-2	1	0.9	-9	1	13	8	0.5
Cc1ccc(C)c(C(=O)CSc2n[nH]c(-c3ccncc3)n2)c1	-1	0	-5	1	0.9	-2	1	6	10	0.3
O/N=C/c1cc(Br)cc(Br)c1OCc1ccccc1	-6	-10	-10	1.1	0.7	4	1.1	33	-2	3.8
CCCNC(=O)N1CCN(c2nc(C(C)C)c3c(c2C#N)CC(C)(C)OC3)CC1	-6	2	-7	1.1	1.1	-2	1.1	-13	25	4.6
COc1ccc(S(=O)(=O)Nc2ccccc2C(N)=O)cc1OC	-3	-7	-3	1	1.1	-11	1	-6	4	1.5
O=C(c1ccc([N+](=O)[O-])cc1[N+](=O)[O-])n1cnc2ccccc21	7	-1	2	1	1.1	-28	0.9	-10	-6	0.4
COc1ccc(CCN(C)Cc2ccc(OCc3ccccc3)c(OC)c2)cc1OC	-1	-4	4	1	1.1	-14	1	-9	64*	0.3
COc1ccccc1NC(=O)Nc1ccnn1Cc1cccs1	0	2	-7	1.1	0.9	-10	1	5	-4	0.7
CC(NC(=O)C1CCCN(S(=O)(=O)c2cccs2)C1)c1ccccc1 (stereo not given)	-2	-8	1	1	1	-1	1	-2	-6	0.6
CN(C)c1ccc(/C=N/NC(=O)CN(c2cccc(Cl)c2)S(C)(=O)=O)cc1Br	1	14	6	0.9	0.9	-3	1	14	22	-0.1
Cc1ccc(C2C(C#N)=C(N)Oc3n[nH]c(-c4cccnc4)c32)o1 (stereo not given)	5	4	-8	1.1	0.9	-7	0.9	6	10	-0.5
COC(=O)c1ccccc1Sc1ncnc2onc(C)c12	-7	-16	-6	1.1	0.9	-10	1.1	7	57*	2.6
Nc1c(N2CCCCC2)c(=O)[nH]c(=O)n1-c1ccccc1	1	-7	-4	1	1	0	1	4	-5	1.4

Whole records, looked up by structure.
Listed for CN(C)c1ccc(/C=N/NC(=O)CN(c2cccc(Cl)c2)S(C)(=O)=O)cc1Br = TNAP inh hiacc: 1; TNAP inh no acc: 14; FLuc inhib CS: 6; FLuc act counter: 0.9; bIAP act: 0.9; APP transl inh: -3; TNAP act hiacc: 1; bIAP inh: 14; L major viab: 22; RAM inhibit: -0.1
Listed for COc1ccc(CCN(C)Cc2ccc(OCc3ccccc3)c(OC)c2)cc1OC = TNAP inh hiacc: -1; TNAP inh no acc: -4; FLuc inhib CS: 4; FLuc act counter: 1; bIAP act: 1.1; APP transl inh: -14; TNAP act hiacc: 1; bIAP inh: -9; L major viab: 64*; RAM inhibit: 0.3

Bioassay records: PubChem, several laboratories
